NCOA2 inhibitor: human SRC2 (NCOA2) inhibition; 370,000 compounds, 0.17% hits; AID 651957; Q15596; inhibition, % at 9 µM; HEK293 GAL4-SRC2 luciferase reporter, luminescence;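 active = inhibition above the mean inhibition of all tested compounds plus 3 SD, set per campaign, cut at about 52% in these data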;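 note: 0% = DMSO treated cells and 100% = cells given Gossypol at 36 µM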
NOD2-RIPK2 inh: blocks binding of human NOD2 to RIPK2; O43353; CHO BLA complementation NOD2-RIPK2, CCF4 ratio; inhibition, % at 4.98 µM; 360,000 compounds, 0.38% hits; in the data active = inhibition above about 21%;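 note: 0% = vehicle only and 100% = reference blocker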
TLR9-MyD88 block: blocks human TLR9 binding to MyD88; Q9NR96+Q99836; CHO BLA complementation TLR9-MyD88, CCF4 FRET ratio; inhibition, % at 4.98 µM; 340,000 compounds, 0.21% hits;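 active = inhibition above the mean over all tested compounds plus 3 SD, cut at about 21% in these data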;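 note: 0% = DMSO only wells and 100% = clavulanate BLA inhibitor control wells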
Cardio protect: myocardial damage modulation in H9c2 cells. H9c2 cardiomyocytes, H2O2 injury protection, ATPLite, 2 h. protection from H2O2 cell death, % at 20 µM. 360,000 compounds, 0.63% hits;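 active = compounds giving at least 50% protection of heart cells from peroxide-induced death in the single-dose screen, raw or plate-pattern-corrected value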;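 note: 0% = DMSO wells with peroxide and 100% = DMSO wells without peroxide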
MC4R barr agon: human MC4R agonism via beta-arrestin | U2OS MC4R beta-arrestin complementation, luminescence; percent of melanotan II response, DMSO zero | activation, % at 8.9 µM | 360,000 compounds, 0.98% hits | AID 540308;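 active = activation above a per-plate cutoff, the mean activation of sample wells on that plate plus 3 SD, cut at about 8% in these data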
Target sequence (P32245 whole entry, looked up): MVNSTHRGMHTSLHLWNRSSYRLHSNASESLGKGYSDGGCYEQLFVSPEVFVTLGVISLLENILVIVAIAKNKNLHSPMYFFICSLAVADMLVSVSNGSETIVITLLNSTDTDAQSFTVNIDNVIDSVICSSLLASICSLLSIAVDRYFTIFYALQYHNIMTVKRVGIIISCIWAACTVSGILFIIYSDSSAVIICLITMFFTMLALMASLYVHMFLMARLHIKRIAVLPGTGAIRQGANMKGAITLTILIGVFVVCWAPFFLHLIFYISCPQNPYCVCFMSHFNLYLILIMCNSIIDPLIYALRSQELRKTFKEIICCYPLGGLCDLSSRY
MC4R antagonist: antagonists of human melanocortin 4 receptor (MC4R). MC4R-expressing cells, MTII-stimulated cAMP, LANCE TR-FRET. 360,000 compounds, 0.48% hits. inhibition, % at 6.5 µM;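 active = inhibition above its plate's cutoff, the mean of tested wells on that plate plus 3 SD, cut at about 29% in these data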;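 note: 0% = Melanotan II alone and 100% = Melanotan II plus saturating MCL0020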
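Material – human MC4R-expressing U2OS cells · Repeats – no replicates · Detection – TR-FRET with Eu-cAMP and labeled anti-cAMP, 671 nm · Times – compound 30 min, challenge 1 h, detection 1 h · Compound – single nominal compound dose of 6.5 µM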
N-glyco inh: N-linked glycosylation inhibition | reporter increase, % at 12.5 µM | 360,000 compounds, 0.23% hits | D54 ERlucT glycosylation luciferase reporter, 24 h; percent of 100 nM tunicamycin response;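 active = mean luciferase reporter signal, scaled so untreated is 0 and the glycosylation-blocking control 100, at or above a set limit in every replicate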;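 note: luciferase carries N-glycosylation sites so blocking glycosylation raises the light; 0% = median of neutral control wells and 100% = median of 100 nM tunicamycin wells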
ABCB6 inh 2: human ABCB6 transporter inhibition. Q9NP58. K562-ABCB6 porphyrin accumulation, flow cytometry, 1 h; active compounds read low. 360,000 compounds, 0.19% hits. fluorescence ratio to DMSO, % at 10 µM;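 active = fluorescence ratio to DMSO below 75%, the collection mean minus 3 SD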;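 note: signal is porphyrin accumulated inside mitochondria; 100% equals median channel fluorescence of DMSO control wells; lower ratio means ABCB6 inhibition with less porphyrin fluorescence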
ABHD5-PLIN5 inh: blocks binding of human ABHD5 to perilipin-5; AID 602281; Q00G26+Q8WTS1; 360,000 compounds, 0.78% hits; inhibition, % at 4 µM; Split G. princeps luciferase complementation, luminescence, 4 h;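 active = inhibition above the mean inhibition across every tested compound plus 3 SD, cut at about 22% in these data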;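 note: 0% = DMSO only wells and the 100% control is not disclosed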
m5-HT2A agonist: mouse HTR2A agonism via beta-arrestin recruitment. 360,000 compounds, 0.66% hits. activation, % at 7.6 µM. CHO-K1 mHTR2A beta-arrestin complementation, luminescence; percent of 30 µM serotonin response. AID 624169. P35363;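 active = activation above a run cutoff, the mean activation of all tested compounds plus 3 SD, cut at about 14% in these data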;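 note: 0% = plate median of compound wells and 100% = 30 µM serotonin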
Target sequence (P35363 whole entry, looked up): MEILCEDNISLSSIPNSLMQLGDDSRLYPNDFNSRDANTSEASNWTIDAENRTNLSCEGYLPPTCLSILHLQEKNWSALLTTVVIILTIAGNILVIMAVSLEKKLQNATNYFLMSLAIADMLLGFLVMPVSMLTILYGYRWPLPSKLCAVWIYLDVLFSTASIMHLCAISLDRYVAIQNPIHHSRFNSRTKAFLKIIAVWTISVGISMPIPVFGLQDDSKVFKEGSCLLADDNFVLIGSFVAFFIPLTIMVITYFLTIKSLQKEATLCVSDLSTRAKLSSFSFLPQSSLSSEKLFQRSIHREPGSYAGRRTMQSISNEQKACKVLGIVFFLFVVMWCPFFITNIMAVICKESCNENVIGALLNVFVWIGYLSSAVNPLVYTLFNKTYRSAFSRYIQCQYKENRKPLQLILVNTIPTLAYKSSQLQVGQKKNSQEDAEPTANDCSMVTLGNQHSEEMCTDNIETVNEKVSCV
The depositor's hits bear a star; nt = not tested or not shown.

SMILES	NCOA2 inhibitor	NOD2-RIPK2 inh	TLR9-MyD88 block	Cardio protect	MC4R barr agon	MC4R antagonist	N-glyco inh	ABCB6 inh 2	ABHD5-PLIN5 inh	m5-HT2A agonist
COc1ccc(/C=N/NC(=O)Cn2c(Cc3ccc(OC)c(OC)c3)nc3ccccc32)cc1OC	6.8	1.6	-15.2	11.8	1.4	4.0	0.4	100.0	0.6	4.6
COc1ccc(-c2nc(CS(=O)(=O)CC(=O)NCCCc3ccccc3)c(C)o2)cc1	-11.0	-2.6	1.5	4.6	2.6	0.6	-0.3	97.0	-4.1	3.9
Cc1ccc(CN2CCN(/N=C/c3ccc(C)s3)CC2)c(C)c1	-2.9	-3.1	-3.2	-4.8	-1.6	2.2	2.3	98.0	-7.0	-2.6
Cc1cccc2cc(CN(CC3CCCO3)C(=O)c3cccs3)c(=O)[nH]c12 (stereo not given)	-26.7	0.9	2.9	-2.7	0.1	1.9	3.6	94.0	7.5	4.4
COc1ccc(Cn2c(=O)oc3ccccc32)cc1F	-10.3	-3.3	5.0	-2.7	-1.0	7.3	-1.5	98.0	-1.1	1.4
CCN1C(=O)NC(c2cc(Br)ccc2OC)C(C(=O)OC)=C1C (stereo not given)	-8.4	-4.5	-15.7	-10.9	-0.3	19.6	2.4	94.0	0.1	-2.4
O=C(Cc1cccc2ccccc12)NCCc1ccccc1	-1.7	3.2	-6.4	-1.6	-0.7	0.3	-4.2	97.0	-0.2	3.1
CN(Cc1ccc(Cl)cc1Cl)C(=O)c1cc(=O)c2ccccc2o1	-12.9	12.4	-9.6	-1.2	0.6	20.7	-1.2	98.0	4.6	2.6
Cc1cccnc1NC(=O)CNC(=O)C12CC3CC(CC(C3)C1)C2	9.6	6.0	-8.2	0.8	-3.0	-2.6	-0.6	98.0	0.6	-2.7
O=C(Nc1ccc(-c2nc3ccccc3o2)cc1)c1ccc(N2CCOCC2)c([N+](=O)[O-])c1	-6.1	-5.9	-5.6	-8.5	1.4	15.8	9.1	93.0	2.8	-1.4
C/C(=N\NC(=O)c1ccc(Cn2cc(Br)cn2)o1)c1ccc(NC(=O)c2ccoc2C)cc1	-43.1	7.2	11.7	45.6	0.3	-1.0	-7.2	96.0	1.4	-4.1
Cc1ccccc1OCCn1c(C)nc2ccccc21	12.3	-2.4	-4.7	-12.4	-0.8	-0.6	-0.8	102.0	4.6	-2.7
COc1ccc(/C=C/C(=O)c2cc(F)ccc2OC(=O)c2ccccc2C)cc1OC	27.3	7.9	13.6	1.2	-3.5	-20.4	4.5	92.0	19.4	-5.9
CCNC(=O)CCSc1nnc(-c2ccncc2)o1	15.3	-3.4	-7.3	9.0	-1.1	-0.4	3.0	95.0	-2.9	0.2
CCCNS(=O)(=O)c1cccc(C(=O)OCc2cc(=O)oc3cc(OC)ccc23)c1	5.6	10.2	5.2	-7.9	-0.3	-15.9	24.3	102.0	-2.3	2.2

Next section; the last 4 above are carried over.
SMILES	NCOA2 inhibitor	NOD2-RIPK2 inh	TLR9-MyD88 block	Cardio protect	MC4R barr agon	MC4R antagonist	N-glyco inh	ABCB6 inh 2	ABHD5-PLIN5 inh	m5-HT2A agonist
Cc1ccccc1OCCn1c(C)nc2ccccc21	12.3	-2.4	-4.7	-12.4	-0.8	-0.6	-0.8	102.0	4.6	-2.7
COc1ccc(/C=C/C(=O)c2cc(F)ccc2OC(=O)c2ccccc2C)cc1OC	27.3	7.9	13.6	1.2	-3.5	-20.4	4.5	92.0	19.4	-5.9
CCNC(=O)CCSc1nnc(-c2ccncc2)o1	15.3	-3.4	-7.3	9.0	-1.1	-0.4	3.0	95.0	-2.9	0.2
CCCNS(=O)(=O)c1cccc(C(=O)OCc2cc(=O)oc3cc(OC)ccc23)c1	5.6	10.2	5.2	-7.9	-0.3	-15.9	24.3	102.0	-2.3	2.2
Cc1ccccc1Cn1ccc(NC(=O)c2cc3ncc(Br)cn3n2)n1	-31.9	-3.4	8.3	0.9	0.8	17.4	2.0	96.0	-1.5	4.7
CCc1ncc(CO)n1Cc1cccc2ccccc12	-10.8	-5.4	-5.0	1.5	0.5	-8.6	-0.1	99.0	3.2	0.6
CC(C)(C)n1nc2c(c1NC(=O)c1ccc(C(F)(F)F)cc1)CS(=O)(=O)C2	8.3	-2.7	0.8	2.1	-2.5	5.8	1.0	97.0	4.7	-5.5
C#CCOCCOCCOCCNc1nc(N2CCN(C(=O)CCCCCCCCCCNC(=O)[C@H](CCCCN)n3cc(CCCC(=O)O)nn3)CC2)nc(N2CCN(C(=O)CCCCCCCCCCNC(=O)[C@@H]([C@H](C)O)n3cc(C)nn3)CC2)n1	nt	-2.4	9.5	-0.5	-1.0	0.2	5.1	97.0	36.7*	0.7
COc1ccc(CCNC(=O)NC23CC4CC(CC(C4)C2)C3)cc1OC	-3.1	7.1	-16.4	-5.3	0.0	1.9	-3.3	103.0	4.2	1.8
CC1Cc2ccccc2N1C(=O)CSc1nc2ccccc2o1 (stereo not given)	-42.8	-14.5	-7.8	-6.5	-2.2	24.4	-1.2	97.0	2.8	-6.4
CCOC(=O)c1c(C)[nH]c(C)c1C(=O)CSc1nc2ccccc2c(=O)n1-c1ccccc1C	-13.3	-16.8	2.0	5.8	3.1	-3.7	5.1	90.0	7.2	-2.5
CC(C1CC1)N(Cc1ccccc1)C(=O)NC(=O)c1cccc(F)c1 (stereo not given)	-19.9	0.0	5.2	8.7	-0.1	21.4	-2.7	98.0	2.6	4.7
Cc1ccc2occ(CN3CCN(c4ccccc4)CC3)c(=O)c2c1	-15.1	-7.4	-0.5	-5.8	-1.1	-0.1	-0.2	98.0	-1.7	0.6
CCOC(=O)C1=C(COC(=O)c2cccc(NC(C)=O)c2)NC(=O)NC1C (stereo not given)	-14.6	-2.2	1.4	1.2	-2.8	4.7	2.8	101.0	-2.5	1.7
COc1ccc(-n2c(Cc3cccn3C)nnc2SCC(=O)N2CCCC2)cc1	-8.8	-0.9	-4.0	6.8	1.4	2.2	-5.7	93.0	12.2	-7.1
CC12CCC(=O)N1C(C(=O)N1CCN(c3ccccc3)CC1)CS2 (stereo not given)	7.3	1.6	-4.5	4.0	-0.3	3.6	1.0	93.0	-4.6	4.0
Cc1ccnc(NC(=S)NC(=O)c2cncc(Br)c2)c1	-64.5	5.7	11.9	-6.5	-0.8	5.4	0.3	99.0	-11.6	-0.1
Cc1nc(C)c(C(=O)OCC(=O)NCc2ccccc2Cl)s1	-6.9	-4.1	-6.2	1.8	0.3	2.2	-0.1	104.0	3.9	1.9
c1ccc(OCCCCN2CCOCC2)cc1	-8.0	-7.8	-3.2	2.8	-1.4	1.5	0.9	99.0	2.2	1.0
CCOCCCN1CC(=O)N2[C@@H](Cc3c([nH]c4ccccc34)C2(C)C)C1=O	-10.4	-7.9	-0.1	2.2	-1.5	5.5	0.5	96.0	6.2	2.3
O=C1CSC(=S)N1/N=C/c1ccc(O)c([N+](=O)[O-])c1	nt	-5.1	3.4	-14.5	-2.9	-4.6	-2.8	99.0	-3.7	-0.8
N#CCCN(C(=O)COC(=O)C1CCN(S(=O)(=O)c2ccc3c(c2)OCCO3)CC1)c1ccccc1	-0.9	-6.0	-5.5	0.5	-3.2	5.8	1.1	95.0	8.8	-7.0
CCc1ccc(CN2CCN(S(=O)(=O)Cc3ccccc3)CC2)cc1	18.3	6.2	4.8	-6.4	-0.6	-5.4	-0.5	90.0	-2.4	2.8
O=C(CNC(=O)OCc1ccccc1)NCC(=O)NC(Cc1c[nH]c2ccccc12)C(=O)O (stereo not given)	-36.3	-1.4	nt	0.3	nt	nt	0.3	102.0	3.9	-4.0
COc1ccc(N2C(=O)C(CC(=O)Nc3ccccc3)N(Cc3ccc(OC)c(OC)c3)C2=O)cc1 (stereo not given)	-7.6	-2.4	-0.7	-0.7	-2.0	9.1	1.3	101.0	1.1	-1.0
CCn1nnnc1SCC(=O)Nc1ccc(OCc2ccccc2)cc1	0.6	6.4	0.3	-0.4	4.4	11.4	-0.7	94.0	0.9	-11.7
O=C(CSc1nnc(NC(=O)c2ccccc2F)s1)NCC1CCCO1 (stereo not given)	-33.3	4.0	-16.5	-7.9	-2.8	2.3	-1.3	96.0	-0.8	1.0
Cc1nc2c(=O)[nH]c3ccccc3c2o1	-1.2	-12.1	2.9	13.8	-2.5	0.9	1.2	99.0	-3.6	1.2
CC1CN(C(=O)Nc2cccc(C(F)(F)F)c2)CC(C)O1 (stereo not given)	-11.2	-8.0	4.9	-7.5	-0.3	-0.1	-0.8	98.0	-2.0	-2.9
Cc1ccc(C)c(N=Cc2c(O)c3ccccc3oc2=O)c1	nt	2.1	4.7	1.7	-1.0	4.0	2.0	101.0	7.2	2.4
Cc1cccc(-n2c(SCC(=O)c3c(N)n(C4CC4)c(=O)[nH]c3=O)nnc2N2CCOCC2)c1	-0.5	-4.7	1.5	5.4	-3.4	4.4	-0.3	100.0	4.2	1.5
COc1cccc(C(=O)N/N=C(\C)c2cccc(NC(=O)c3ccc(F)cc3)c2)c1OC	-33.2	-3.4	-9.0	26.1	-3.1	5.6	-0.8	102.0	-3.8	-2.2
O=C(Nc1ccncc1)C1c2ccccc2Oc2ccccc21	-2.5	3.1	-5.2	-0.5	-2.8	-2.4	-1.8	100.0	1.5	-5.8
C#CC[N+]1(CC#Cc2ccc(C)cc2)CCCCC1	-6.7	1.4	1.9	6.4	0.0	20.5	2.4	92.0	1.9	-0.2
Brc1ccc(-c2nnc(-c3ccccc3)o2)o1	-39.1	-3.6	6.4	-4.3	-1.1	7.6	-5.0	95.0	-1.8	0.2
Cc1ccc(-n2c(SCC(=O)c3c(N)n(C)c(=O)n(C)c3=O)nc3sc4c(c3c2=O)CCCC4)c(C)c1	9.3	-0.8	-8.8	-21.5	0.4	15.0	-1.7	101.0	-9.4	5.0
COc1ccc(CNC(=O)Nc2nc(C(N)Cc3ccc(Cl)cc3)cs2)cc1 (stereo not given)	6.7	6.2	nt	-11.7	4.6	-6.3	-4.6	87.0	11.4	-12.3
CC(=O)C1C(c2ccc(C)cc2)c2c(noc2C)CC1(C)O (stereo not given)	-1.3	4.1	0.2	2.9	0.7	11.5	2.1	123.0	-5.5	1.7
O=C(Oc1ccc([N+](=O)[O-])cc1)c1cc(-c2ccccc2)nc2ccccc12	16.7	-4.9	-8.5	-0.8	-0.7	0.9	0.0	97.0	3.4	-1.6
COc1cc(OC)nc(C(NC(=O)C2CCN(Cc3ccc(N(C)C)cc3)CC2)c2ccc(F)cc2)n1 (stereo not given)	12.5	-9.4	nt	8.1	1.1	2.0	2.8	106.0	5.1	-6.3
Cc1cccc(Nc2nnc(SCC(=O)Nc3ccc(C(=O)O)cc3)s2)c1	-19.2	-9.0	3.9	-17.1	-1.5	4.9	2.6	152.0	-0.8	0.8
COc1cccc(C2=CC(=O)CC(C)(C)C2=O)c1	-16.0	-7.1	9.3	0.1	2.8	4.0	0.1	95.0	-13.4	12.9
Cc1ccc(OCCNC(=O)/C=C/c2ccco2)cc1C	-7.6	1.0	-4.1	-8.4	-0.6	-4.5	0.2	93.0	10.7	0.7

Not all compounds are listed; the hit share may differ from the screen's.
